# High-throughput results as filed in PubChem.
# All columns: NCI-60 one-dose screen, growth in % after 48 h at 10 µM unless noted; 100 = growth as untreated, 0 = no growth, -100 = all killed.
# UO-31 = UO-31 renal cancer; 81,000 tested, 5.2% active
# NCI-H460 = NCI-H460 lung cancer | 82,000 tested, 6.8% active | AID 1794736
# 786-0 = 786-0 renal cancer cells; 81,000 tested, 5.1% active
# TK-10 = TK-10 renal cancer cells; AID 1794769; 81,000 tested, 3.9% active
# NCI-H522 = NCI-H522 lung cancer. 78,000 tested, 8% active. AID 1794739
# CAKI-1 = CAKI-1 renal cancer. AID 1794772. 75,000 tested, 4.7% active
# ACHN = ACHN renal cancer. 81,000 tested, 4.9% active
# NCI-H322M = NCI-H322M lung cancer; 80,000 tested, 2.7% active; AID 1794733
# RXF 393 = RXF 393 renal cancer cells; 77,000 tested, 6.9% active; AID 1794773
# Numbers without * were called inactive; / = no result given; & = joins results of further samples; [ ] = another dose, or the depositor's remark. The calls were made as follows: active = growth percent below 10; inactive = the rest.
SMILES,UO-31,NCI-H460,786-0,TK-10,NCI-H522,CAKI-1,ACHN,NCI-H322M,RXF 393
N#Cc1c(-c2ccc(Cl)cc2)n2c(nc1=O)SC(=O)C2,100.0,111.2,100.7,/,112.1,98.4,107.7,105.3,111.7
N#Cc1c(-c2ccccc2)cc(-c2ccccc2)n(CCCC(=O)NO)c1=O,-24.8*,8.2*,17.7,34.3,21.8,10.6,8.5*,35.3,-1.8*
Clc1cc(Cl)c2ccc3c(Cl)cc(Cl)c4ccc1c2c43,77.1,102.9,/,129.2,103.9,86.8,82.2,109.5,111.9
Cc1c(NC(=O)C(C)Sc2nc3sc4c(c3c(=O)n2-c2ccc(Cl)cc2)CCCC4)c(=O)n(-c2ccccc2)n1C (stereo not drawn),66.2,95.2,99.1,108.8,96.0,69.5,87.5,96.6,95.8
CCOC(=O)Nc1ccc(-c2ccc3c(c2)NC(=O)/C3=C\c2ccc[nH]2)cc1,72.6,37.1,108.1,77.0,97.8,93.7,100.0,63.1,111.6
CN(C)c1ncnc2c1C(c1ccccc1)C(C)(C)O2 (stereo not drawn),77.1,103.9,98.2,103.5,96.6,86.4,97.9,/,111.5
Cc1ccc(S(=O)(=O)CCOC(=O)CNC(=O)OCc2ccccc2)cc1,84.8,115.2,104.2,97.5,76.3,103.3,102.0,98.3,104.5
COc1ccc2nc3cc(Cl)ccc3c(N3CCN(c4ccnc(N5CCOCC5)n4)CC3)c2c1,57.2,76.5,92.8,63.7,-51.4*,59.7,27.4,94.4,8.6*
COc1ccc(NC(=O)CCSc2nc3ccccc3c(=O)n2Cc2cc(OC)c(OC)c(OC)c2)cc1,54.6,97.2,96.3,105.9,60.7,86.3,85.2,87.4,79.0
CN(C)CCC(C(=O)C(Br)Br)c1ccccc1 (stereo not drawn),72.3,117.0,100.7,99.9,82.5,91.2,91.0,115.3,104.8
CN1CCN(Cc2ccc(NC(=O)c3cnc(F)c(C#Cc4cnc(N)c5ncccc45)c3)cc2C(F)(F)F)CC1,7.5*,13.1,29.5,28.7,30.0,13.1,10.1,33.7,-1.0*
COc1cc(/C=N/NC(=O)CSc2nc3ccccc3c(=O)n2CCc2ccccn2)cc(OC)c1OC,74.9,109.6,93.5,100.7,88.0,98.2,98.0,112.1,100.9
COc1ccc2[nH]cc(-c3nonc3-c3c[nH]c4ccc(F)cc34)c2c1,42.1,70.2,90.0,74.2,25.6,41.5,59.8,51.8,90.0
OC(c1cccc(C(F)(F)F)c1)c1cnc(C(F)(F)F)cc1NC1CCCCCC1 (stereo not drawn),78.0,91.8,81.9,92.8,62.1,70.6,84.0,100.5,44.4
CC12CCCC(=O)N1c1ccccc1-c1nc(-c3ccc(F)cc3)nn12 (stereo not drawn),48.6,96.9,103.0,140.2,85.5,59.0,81.8,78.3,104.0
C#Cc1cccc(NC(=O)C2CCN(C(=O)C=C)CC2)c1,91.6[8.25 µM],114.2[8.25 µM],107.8[8.25 µM],101.4[8.25 µM],86.6[8.25 µM],91.5[8.25 µM],101.3[8.25 µM],105.1[8.25 µM],110.9[8.25 µM]
O=[N+]([O-])c1cccc(-c2nc(N3CCOCC3)c3c4c(sc3n2)CCCC4)c1,84.5,112.9,92.6,99.7,79.5,86.5,103.3,91.3,114.0
CCc1c(C)c2ccc(OC(=O)c3ccccc3)c(C(=O)/C=C/c3cc(OC)c(OC)c(OC)c3)c2oc1=O,84.1,108.4,99.1,86.5,71.7,/,/,97.7,122.5
O=C1NC(=NC23CC4CC(CC(C4)C2)C3)N/C1=C\c1ccc2ncccc2n1,-15.8*,-9.0*,2.8*,9.2*,-20.6*,-13.4*,-13.0*,-10.2*,-78.1*
Cc1cccc(OC(=O)Oc2cccc(C)c2)c1,82.6,112.9,107.8,56.6,/,100.8,110.4,117.6,106.7
Cc1cccc(/C=N/n2c(-c3ccc(Cl)cc3)nc3c(Br)cc(Br)cc3c2=O)c1,41.8,29.1,51.9,26.8,38.1,31.2,13.5,53.8,61.3
CCCCCC[C@@H](O)C/C=C\CCCCCCCC(=O)OCCOC,/,107.2,/,99.1,/,103.1,100.3,103.7,110.1
O=[N+]([O-])c1ccc(Oc2nc(Nc3ccc(O[C@H]4CO[C@H]5[C@@H]4OC[C@@H]5O)c(Cl)c3)ncc2F)c(Cl)c1,-9.8*,22.7,21.4,44.5,8.1*,7.8*,19.3,29.9,13.6
CN1CCN(CCOc2nc(Oc3ccccc3C(=O)O)cc(-c3ccco3)n2)CC1,84.2,112.5,98.7,107.2,93.0,84.6,/,109.8,130.8
O=C1NN(C(=O)c2ccc([N+](=O)[O-])cc2)C(c2ccccc2)=N/C1=C/c1ccoc1,88.1,100.6,87.8,98.4,88.8,96.7,104.2,98.4,106.9
CCCOC(=O)c1ccc2c(c1)[N+](=O)C(C(=O)c1ccccc1)=C(C)[N+]2=O,93.3,98.8,103.3,101.6,88.2,103.6,100.9,102.5,95.3
O=C(Nc1nccs1)C(F)(F)F,105.5,107.7,108.1,112.4,125.7,93.6,98.9,129.9,99.1
COc1cc(-c2cc(=O)c3c(O)cc(O)cc3o2)cc(OC)c1OC,49.8,69.0,84.2,66.0,64.7,47.3,52.6,/,58.3
Cc1cccc(C)c1Nc1nnc(-c2cc(F)c(F)c(F)c2)o1,68.7,112.3,93.9,112.9,82.8,89.3,96.9,107.8,105.9
Cc1nc2cnc(N)c(C#Cc3cncc(C(=O)Nc4ccc(CN5CCN(C)CC5)c(C(F)(F)F)c4)c3)c2nc1C,2.1*,4.3*,35.0,4.8*,4.7*,-36.4*,0.1*,-5.3*,-68.3*
CCN(C(=O)CCl)C(C)(C)C(SSSC(c1ccc(Cl)cc1)C(C)(C)N(CC)C(=O)CCl)c1ccc(Cl)cc1 (stereo not drawn),66.9,81.1,79.7,100.9,/,29.1,78.2,87.7,48.6
O=C1CC2(CCOCC2)Oc2ccccc21,93.8,107.1,98.4,96.0,103.8,97.9,107.1,107.5,119.9
CCOC(=O)C1=C(C)N=C2Sc3cccc(Cl)c3N2C1c1ccccn1 (stereo not drawn),75.5,102.1,100.2,110.4,83.4,86.9,96.0,102.1,/
O=C1C(=O)c2ccccc2C2=C1C(c1ccc(Cl)cc1)c1c(n[nH]c1-c1ccc(Cl)cc1)N2 (stereo not drawn),53.0,90.4,103.9,107.5,103.3,79.7,80.9,92.1,96.2
COC(=O)c1c(-c2ccc(C(F)(F)F)cc2)nn(-c2cccc(Cl)c2)c1C(=O)OC,64.3,108.7,83.3,75.9,61.8,/,92.4,91.1,96.6
O=c1c2cc(F)ccc2sc2c(OCCO)nc3ccccc3c12,66.8,106.8,94.4,90.3,82.9,85.4,86.0,85.4,105.4
Clc1ccccc1Nc1n[nH]c(-c2ccccc2)n1,53.8,102.9,99.5,124.3,84.7,73.1,87.8,93.8,97.9
O=C(CCn1cnc2c(cc(-c3ccccc3)n2-c2ccncc2)c1=O)Nc1ccc(F)cc1,98.1,120.3,96.3,125.0,106.7,101.2,118.6,131.0,101.8
CC(=O)OC1COC(c2ccccc2)OC1C1OC(c2ccccc2)OCC1OC(C)=O (stereo not drawn),74.2,110.1,99.8,105.1,110.4,93.4,95.2,93.8,100.2
COc1ccccc1Nc1nc(SC)nc(-c2cccc(N)c2)c1C#N,81.4,97.4,91.0,120.6,73.9,77.8,89.3,88.4,96.1
CONc1ccn(C2OC(CO)C(O)C2O)c(=O)n1 (stereo not drawn),83.9,88.0,105.7,103.2,84.0,72.9,87.9,82.1,110.8
C[N+](C)(C)CCO,94.3&108.2&91.3,107.9&102.9&114.4,94.0&99.0&101.4,92.7&107.2,99.1&94.1&107.6,90.0&101.7&96.7,112.7&105.9&102.5,111.0&111.3&105.7,110.6&122.7
CCCCOc1c(N)cccc1C(=O)OCCN(CC)CC,80.8,104.5,102.0,81.8,76.5,/,/,80.7,100.3
CC(N)C(=O)NO (stereo not drawn),88.6,106.3,97.1,98.9,96.8,96.8,97.0,106.5,101.2
CSc1nc2[nH]c(=O)[nH]c2c(=O)[nH]1,/,112.9,119.3,100.9,/,103.6,102.0,/,114.7
C=COC(=O)C(C)(C)C,84.5,104.3,96.2,98.6,93.7,92.2,108.4,103.8,105.0
O=C(Nc1cccc(-c2ccc(N3CCOCC3)nn2)c1)Nc1cccc(C(F)(F)F)c1,74.9,79.1,92.1,70.6,46.4,87.9,65.7,89.6,81.5
COc1cc(-c2ccc(N=Nc3c(O)c(C(=O)Nc4ccccc4OC)cc4ccccc34)c(OC)c2)ccc1N=Nc1c(O)c(C(=O)Nc2ccccc2OC)cc2ccccc12,78.7,99.6,87.2,110.2,90.4,83.8,90.7,86.8,93.1
O=[N+]([O-])c1ccc(NC(=S)NNC(=S)Nc2ccc(F)cc2)cc1,70.2,90.9,97.3,103.4,70.1,68.7,78.9,76.9,103.8
NC(=O)C(=Cc1ccc(Cl)cc1)C(N)=O,57.6,89.0,70.7,67.9,46.5,49.2,59.4,79.6,62.9
CC(=O)c1ccc(S(=O)(=O)NCCNc2nc(N(C)C)nc(N3CCOCC3)n2)cc1,91.4,112.7,107.1,108.9,92.2,87.9,102.1,100.3,108.0
C#CCn1c(C)cc(C)c(C#N)c1=O,85.6,106.7,99.9,94.2,103.5,95.2,105.7,103.2,123.7
Cn1cc(-c2nc(N)nnc2-c2c[nH]c3ccc(Br)cc23)c2cccnc21,48.9,32.8,37.1,90.4,31.8,47.9,50.6,63.3,63.9
COc1cc(Cn2c(SC)nc3ccccc3c2=S)cc(OC)c1OC,84.9,101.8,96.2,99.6,68.6,101.7,87.3,93.6,90.5
O=C1/C(=C/C=C/c2ccco2)SC(=S)N1CC(=S)C1C=CS(=O)(=O)C1 (stereo not drawn),84.1,29.2,91.2,125.9,32.5,107.0,100.5,38.8,79.4
CC(C)N1C(=O)c2ccccc2C(n2c(-c3ccnc(Cl)c3)nc3ccccc32)C1=O (stereo not drawn),72.0,107.0,82.8,88.8,54.1,88.2,100.8,94.3,111.3

# Of the compounds above, these contain sulfur:
SMILES,UO-31,NCI-H460,786-0,TK-10,NCI-H522,CAKI-1,ACHN,NCI-H322M,RXF 393
N#Cc1c(-c2ccc(Cl)cc2)n2c(nc1=O)SC(=O)C2,100.0,111.2,100.7,/,112.1,98.4,107.7,105.3,111.7
Cc1c(NC(=O)C(C)Sc2nc3sc4c(c3c(=O)n2-c2ccc(Cl)cc2)CCCC4)c(=O)n(-c2ccccc2)n1C (stereo not drawn),66.2,95.2,99.1,108.8,96.0,69.5,87.5,96.6,95.8
Cc1ccc(S(=O)(=O)CCOC(=O)CNC(=O)OCc2ccccc2)cc1,84.8,115.2,104.2,97.5,76.3,103.3,102.0,98.3,104.5
COc1ccc(NC(=O)CCSc2nc3ccccc3c(=O)n2Cc2cc(OC)c(OC)c(OC)c2)cc1,54.6,97.2,96.3,105.9,60.7,86.3,85.2,87.4,79.0
COc1cc(/C=N/NC(=O)CSc2nc3ccccc3c(=O)n2CCc2ccccn2)cc(OC)c1OC,74.9,109.6,93.5,100.7,88.0,98.2,98.0,112.1,100.9
O=[N+]([O-])c1cccc(-c2nc(N3CCOCC3)c3c4c(sc3n2)CCCC4)c1,84.5,112.9,92.6,99.7,79.5,86.5,103.3,91.3,114.0
O=C(Nc1nccs1)C(F)(F)F,105.5,107.7,108.1,112.4,125.7,93.6,98.9,129.9,99.1
CCN(C(=O)CCl)C(C)(C)C(SSSC(c1ccc(Cl)cc1)C(C)(C)N(CC)C(=O)CCl)c1ccc(Cl)cc1 (stereo not drawn),66.9,81.1,79.7,100.9,/,29.1,78.2,87.7,48.6
CCOC(=O)C1=C(C)N=C2Sc3cccc(Cl)c3N2C1c1ccccn1 (stereo not drawn),75.5,102.1,100.2,110.4,83.4,86.9,96.0,102.1,/
O=c1c2cc(F)ccc2sc2c(OCCO)nc3ccccc3c12,66.8,106.8,94.4,90.3,82.9,85.4,86.0,85.4,105.4
COc1ccccc1Nc1nc(SC)nc(-c2cccc(N)c2)c1C#N,81.4,97.4,91.0,120.6,73.9,77.8,89.3,88.4,96.1
CSc1nc2[nH]c(=O)[nH]c2c(=O)[nH]1,/,112.9,119.3,100.9,/,103.6,102.0,/,114.7
O=[N+]([O-])c1ccc(NC(=S)NNC(=S)Nc2ccc(F)cc2)cc1,70.2,90.9,97.3,103.4,70.1,68.7,78.9,76.9,103.8
CC(=O)c1ccc(S(=O)(=O)NCCNc2nc(N(C)C)nc(N3CCOCC3)n2)cc1,91.4,112.7,107.1,108.9,92.2,87.9,102.1,100.3,108.0
COc1cc(Cn2c(SC)nc3ccccc3c2=S)cc(OC)c1OC,84.9,101.8,96.2,99.6,68.6,101.7,87.3,93.6,90.5
O=C1/C(=C/C=C/c2ccco2)SC(=S)N1CC(=S)C1C=CS(=O)(=O)C1 (stereo not drawn),84.1,29.2,91.2,125.9,32.5,107.0,100.5,38.8,79.4
